Screening results from PubChem.
Lipid storage S3 = qHTS Assay for Lipid Storage Modulators in Drosophila S3 Cells; Drosophila S3 cells, BODIPY lipid droplet fluorescence, 18-24 h; cells fed with added oleic acid; lipid storage change, negative = inhibition, % at the top dose, mostly 46.1 µM; hits show Potency in µM; 0.64% of 320,000 active; AID 2685, 2010; active = well fitted inhibition curve with a large enough effect in the signal ratio, with a control signal flat, not every such curve was filed as active; inconclusive = small, poorly fitted or top-dose-only effect, or effect the other way, or a change in a side signal; the % refers to the signal ratio
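Drosophila S3 cells loaded with oleic acid (400 uM, as added) and compounds at several concentrations; lipid droplets imaged by 488-nm laser-scanning cytometry, 500–530 nm intensity and object ratio to cell channel. Percent activity normalized to 20 uM Triacsin C.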
Lipid storage S3 cell count max = second read-out of Lipid storage S3, no call of its own (marks repeat the call); cell number change, %; measured here: cell count max response;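 cells counted by Cell Tracker Red CMTPX staining in the red channel; peak over a dose series mostly up to 46.1 µM; percent activity relative to internal control wells on each plate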
Active calls of the source: *; i = inactive; ? = inconclusive; · = no result given. % is set by controls: 0 for no effect and ±100 for the full control effect; potency is the fitted concentration of half-maximal effect.

SMILES | Lipid storage S3 | Lipid storage S3 cell count max
CCn1c(=O)c(C(=O)Nc2cnccn2)c(O)c2ccccc21 | 13.9% | -10.6
Cc1nnc(NC(=O)C(C)Sc2nnc(-c3ccco3)n2C)s1 (centres undefined) | ? | ·
CC(=O)NCCNC(=O)CNC(=O)c1ccc(Cl)cc1 | 5.9% | 6.7
Cc1ccc(C(=O)Nc2nnc(S(=O)(=O)Nc3ccccc3C)s2)cc1C | ? | ·
CCC(C)NC(=O)CSc1ncnc2sccc12 (centres undefined) | ? | ·
CC(C)=NNc1nc(-c2ccccc2)c(C)s1 | ? | ·
COc1ccc(OC)c(CNC(=O)C2CCC(=O)N2C(C)C)c1 (centres undefined) | ? | ·
COc1ccc(/C=N/c2oc(-c3ccccc3)cc2C#N)cc1 | i | ·
CCn1c(-c2cc(-c3ccccc3)sc2N)n[nH]c1=S | ? | ·
CC(=O)Oc1ccc(C2C3=C(CC(C)(C)CC3=O)Nc3cc4c(cc32)OCCO4)cc1 (centres undefined) | ? | ·
CCN(CC)S(=O)(=O)c1ccc(N2CCCCC2)c(NC(=O)/C(C#N)=C/c2ccc(OC)cc2)c1 | ? | ·
CCOC(=O)C1CCN(Cc2cnc(Oc3ccc(N)cc3)s2)CC1 | i | ·
COc1ccc(F)cc1C(=O)C1CCCN(Cc2cccn2-c2ccccn2)C1 (centres undefined) | 4.3% | 2.3
COc1ccc(NC(=O)CCSc2ccc(C)cc2)cc1 | ? | ·
CCCCC(=O)Nc1nnc(SCC(=O)Nc2ccc(OC)cc2)s1 | -2.9% | 1.1
Cc1ccc(S(=O)(=O)Nc2cccc3cccnc23)cc1 | ? | ·
CCN(C(=O)c1ccc(S(C)(=O)=O)cc1)C12CC3CC(CC(C3)C1)C2 | -20.2% | -6.2
Cc1cccc(C)c1NC(=O)CSc1ncnc2nc[nH]c12 | i | ·
Cc1ccc(/C=C/C(=O)NCc2cccs2)o1 | ? | ·
O=C(Nc1cccnc1)c1cccc(F)c1 | ? | ·
COc1cccc(CN2CCC(C(=O)N3CCN(c4ccccc4F)CC3)CC2)c1OC | ? | ·
CC(=O)Nc1ccc(OCC(O)Cn2cncn2)cc1 (centres undefined) | ? | ·
O=C(Cc1cn2ccsc2n1)NCc1ccccc1 | 14.1% | 1.2
COc1ccc(C2C(C(=O)/C=C/c3ccco3)=C(O)C(=O)N2CCN2CCOCC2)cc1 (centres undefined) | ? | ·
COc1ccc(NC(=O)c2cc(Cl)ccc2Cl)c([N+](=O)[O-])c1 | 18.3% | -6.7
O=[N+]([O-])c1ccc(Cc2nnc(-c3ccccc3Cl)o2)cc1 | ? | ·
CC(C)C[C@H](NC(=O)N1CCn2c1nc1ccccc12)C(=O)NCc1ccccc1 | ? | ·
Cc1cc(/C=N/n2cnnc2)c(C)n1-c1cccc(C(=O)O)c1 | 12.8% | -42.6
CCN1C(=O)/C(=C2/C=Cc3cc(C)ccc3N2CC)N(C)C1=S | 0.9% | 8.2
CCOC(=O)CC1(NC(=O)c2cc(COc3ccc(F)c(F)c3)on2)CCCCC1 | ? | ·
Cc1c(C(=O)NCCSCc2cccc(C(F)(F)F)c2)cnn1-c1ccc(F)cc1 | 0.0% | 11.2
COc1ccc(NC(=O)Oc2cc(C)ccc2C(C)C)cc1 | -4.7% | 1.9
CN1CCN(C(CNS(=O)(=O)c2ccc(F)cc2)c2cccnc2)CC1 (centres undefined) | i | ·
COC(=O)C1CCCN1C(=O)COc1ccc(Cl)cc1Br (centres undefined) | 6.4% | -15.6
O=C(CSc1nnc(-c2cnccn2)n1Cc1ccco1)c1ccc(Cl)c(Cl)c1 | ? | ·
O=c1c(-c2ccccc2)c1-c1ccccc1 | ? | ·
Cc1ccccc1OCCC(=O)OCC(=O)NC1CCCC1 | ? | ·
CC(=O)c1ccc(N2CCN(C(=O)C3CCN(S(=O)(=O)c4ccc(F)cc4)CC3)CC2)cc1 | ? | ·
COc1ccccc1N1CCN(c2ncnc3sc(C(=O)NCC4CCCO4)c(C)c23)CC1 (centres undefined) | ? | ·
Cc1cc(C)n(C(=O)CNC(=O)/C=C/c2ccccc2)n1 | -4.7% | 6.1
CC(C)Cn1cnc2c1c(=O)n(CC(=O)Nc1ccc3c(c1)OCO3)c(=O)n2Cc1ccccc1 | ? | ·
Cc1ccc(N/C(CSC(N)=O)=N/S(=O)(=O)c2ccccc2)cc1 | 16.4µM* | ·
Cc1nn(C(C)C(=O)NC2CCCCC2)c(=O)c2nn(-c3ccccc3)c(C)c12 (centres undefined) | ? | ·
N=C(SC1CC(=O)N(c2ccc(F)cc2)C1=O)N1N=C(c2ccccc2)CC1c1ccccc1 (centres undefined) | i | ·
Cc1ccc(N2CCN(S(=O)(=O)N3CCCCC3)CC2)cc1Cl | ? | ·

Among those listed so far, these contain an aryl methoxy group:
SMILES | Lipid storage S3 | Lipid storage S3 cell count max
COc1ccc(OC)c(CNC(=O)C2CCC(=O)N2C(C)C)c1 (centres undefined) | ? | ·
COc1ccc(/C=N/c2oc(-c3ccccc3)cc2C#N)cc1 | i | ·
CCN(CC)S(=O)(=O)c1ccc(N2CCCCC2)c(NC(=O)/C(C#N)=C/c2ccc(OC)cc2)c1 | ? | ·
COc1ccc(F)cc1C(=O)C1CCCN(Cc2cccn2-c2ccccn2)C1 (centres undefined) | 4.3% | 2.3
COc1ccc(NC(=O)CCSc2ccc(C)cc2)cc1 | ? | ·
CCCCC(=O)Nc1nnc(SCC(=O)Nc2ccc(OC)cc2)s1 | -2.9% | 1.1
COc1cccc(CN2CCC(C(=O)N3CCN(c4ccccc4F)CC3)CC2)c1OC | ? | ·
COc1ccc(C2C(C(=O)/C=C/c3ccco3)=C(O)C(=O)N2CCN2CCOCC2)cc1 (centres undefined) | ? | ·
COc1ccc(NC(=O)c2cc(Cl)ccc2Cl)c([N+](=O)[O-])c1 | 18.3% | -6.7
COc1ccc(NC(=O)Oc2cc(C)ccc2C(C)C)cc1 | -4.7% | 1.9
COc1ccccc1N1CCN(c2ncnc3sc(C(=O)NCC4CCCO4)c(C)c23)CC1 (centres undefined) | ? | ·

The list continues.
SMILES | Lipid storage S3 | Lipid storage S3 cell count max
COCCN1CCN(Cc2nc(C3(c4ccc(C)cc4)CCCC3)no2)CC1 | ? | ·
Cn1c(CN2CCC(C(N)=O)CC2)c(C#N)c2ccccc21 | 2.2% | -1.7
C#CCN(C(=O)c1ccc(OC2CCN(C(=O)CCOC)CC2)cc1)C1CCCCC1 | -15.1% | -18.0
Cn1c(SCC(=O)NC2CCCc3ccccc32)nnc1C1CC1 (centres undefined) | ? | ·
Cc1cccn2c(=O)c(/C=C(\C#N)C(N)=O)c(Oc3ccccc3)nc12 | -0.7% | -0.5
Cc1cc2c3c(c1)C1(C(=O)N3C(C)(C)CC2C)C(C#N)=C(N)Oc2n[nH]c(C)c21 (centres undefined) | i | ·
CC(=O)Nc1ccc(S(=O)(=O)NCCNS(=O)(=O)c2ccc(NC(C)=O)cc2)cc1 | ? | ·
CC1CCC(=O)N(CCOc2ccccc2)CC1 (centres undefined) | -19.3% | 18.8
CC(c1ccco1)N(C(=O)COc1ccc(Cl)cc1Cl)c1ccccn1 (centres undefined) | ? | ·
CCN(Cc1ccccc1)CC(O)COC(c1ccc(OC)cc1)c1ccc(OC)cc1 (centres undefined) | ? | ·
COc1cccc(CNCCO)c1OCc1ccccc1Cl | -6.7% | -19.2
N#Cc1cccc(N=c2ssnc2Cl)c1 | ? | ·
O=C(CNC(=O)c1ccco1)Nc1ccc(F)cc1 | ? | ·
COc1ccc(NS(=O)(=O)c2cc(NC(=O)Cc3cccs3)ccc2C)cc1 | ? | ·
COc1ccccc1N1C(=O)CC(N2CCN(c3ccc([N+](=O)[O-])cc3)CC2)C1=O (centres undefined) | 22.7% | 5.4
N#Cc1nc(COc2ccccc2F)oc1NCCc1ccccc1 | i | ·
CC(=O)c1cccc(NC(=O)c2cnn3ccccc23)c1 | -14.1% | 12.5
Cc1cccc(OCC(O)CN2CCc3ccccc3C2)c1 (centres undefined) | i | 8.7
Cc1cc(C(C)(C)C)oc1C(=O)O | 11.6% | -8.6
O=P(Cc1ccccc1O)(c1ccccc1)c1ccccc1 | 4.4% | 7.7
COc1cc(NS(=O)(=O)c2ccc(NC(=S)NC(=O)/C=C/c3ccc(OC)c(OC)c3)cc2)ncn1 | ? | ·
O=C1CC(C(=O)O)S/C(=N\N=C\c2ccc(Br)cc2)N1 (centres undefined) | 0.2% | ·
Cc1ccccc1Nc1nc(N)nc(COC(=O)CCC(=O)c2ccc(F)cc2)n1 | ? | ·
CSCC[C@H](NC(=O)OC(C)(C)C)C(=O)N/N=C/c1c(C)[nH]c(=O)[nH]c1=O | ? | ·
O=C(COC(=O)c1cccs1)NCc1ccccc1 | ? | ·
COc1ccc(Cl)cc1NC(=O)CN(C1CCCCC1)S(C)(=O)=O | ? | ·
Cc1ccc(NC(=O)CN(C)S(=O)(=O)c2cccs2)cc1C | ? | ·
O=C(O)c1ccc(N=Cc2c(O)ccc3ccccc23)cc1 | -1.1% | 8.5
CCn1cc(/C=C(/C#N)S(=O)(=O)c2ccccc2)cn1 | i | -3.9
COc1cc(OC)c2c(=O)cc(-c3ccccc3)oc2c1 | 3.1% | 6.2
COc1ccc(NC(=O)CN2CCCN(S(=O)(=O)c3ccc(F)cc3)CC2)c(OC)c1 | 0.2% | 0.6
CCCN1CCC(NC(=O)C2CCCCC2C(=O)O)CC1 (centres undefined) | ? | ·
COCC(C)NC(=O)C1CCN(S(=O)(=O)c2ccc3ccccc3c2)CC1 (centres undefined) | ? | ·
CCN(C(=O)CSc1nnc(-c2ccccc2)n1C)C1CCS(=O)(=O)C1 (centres undefined) | 10.8% | ·
O=[N+]([O-])c1cccc(S(=O)(=O)NCC2CC3CCC2C3)c1 (centres undefined) | 1.7% | -13.5
CC(=O)c1ccc(OC(=O)C2CSC3(C)CCC(=O)N23)cc1 (centres undefined) | ? | ·
N#Cc1c(N)nc2c(c1-c1ccc(Br)s1)CCCC2 | 6.7% | -1.0
COC(=O)CCCC1=CC2=C(c3ccccc3)C(=O)C(C)(OC(=O)C3CCCC3)C(=O)C2=CN1C1CC1 (centres undefined) | -18.8% | -15.2
CC1CCC(NC(=O)c2ccc(CNc3c(NC4CCCCC4)c(=O)c3=O)cc2)CC1 (centres undefined) | ? | ·
CCN(C(=O)CN1C(=O)COc2ccc(S(=O)(=O)N3CCOCC3)cc21)c1ccc(OC)cc1 | i | ·
CCS(=O)(=O)c1ccc(Sc2nncn2C)c([N+](=O)[O-])c1 | i | ·
O=C(NCc1ccc(F)cc1)C(=O)NCC1OCCN1C(=O)c1cccs1 (centres undefined) | 9.6% | 13.2
COc1cccc(/C=N/NC(=O)C(c2ccncc2)N2CCOCC2)c1 (centres undefined) | 4.4% | 1.0
Cc1cc(NC(=O)CSc2nnc(-c3cccnc3)n2N)no1 | ? | ·
O=c1cc(CO)[nH]cc1OCc1ccccc1 | -5.0% | 6.2
COc1ccc(C(=O)NN(C)c2nc(C(F)(F)F)nc3ccccc23)cc1 | ? | ·
CC1CCN(S(=O)(=O)c2cn(CC(=O)Nc3cccc(C#N)c3)cn2)CC1 | ? | ·
O=C(Cn1c2[n+](c3ccc(C(F)(F)F)cc31)CCCCC2)c1cccc([N+](=O)[O-])c1 | ? | ·
Cc1cc(C(=O)CN2C(=O)NC3(CCCCC3)C2=O)c(C)n1Cc1ccco1 | ? | ·
CC1CC(C(F)F)n2nc(C(=O)Nc3sc4c(c3C#N)CCC(C(C)(C)C)C4)nc2N1 (centres undefined) | -9.5% | -12.4
COc1ccc(OC)c(C(C)NC(=O)Nc2cccc(C(C)=O)c2)c1 (centres undefined) | 4.9% | -4.9
Cc1[nH]c2ccccc2c1/C=N/NC(=O)CNC(=O)Cc1ccccc1 | ? | ·
COc1ccc(-c2cc(=O)oc3c(C)c(OCC(=O)NCC4CCC(C(=O)O)CC4)ccc23)cc1 (centres undefined) | ? | ·
Cc1ccc(S(=O)(=O)N2CCN(C(=O)c3c(-c4ccccc4)noc3C)CC2)c(C)c1 | ? | ·
O=C(NCCCNC(=O)c1ccccc1Cl)c1cnccn1 | ? | ·
Cc1cc2c(cc(C(=O)OCC(=O)NCc3cccs3)n2C(C)C)o1 | ? | ·
CN(C)/C=C1\C(=O)N(c2ccc([N+](=O)[O-])cc2)N=C1c1ccccc1 | ? | ·
CC(C)N=C(NS(=O)(=O)NC(=O)c1ccccc1)c1ccccc1 | ? | ·
Nc1nonc1-n1nnc(C(=O)N/N=C/c2ccccc2Cl)c1COc1ccc(F)cc1 | ? | ·
COC(=O)c1c(NC(=O)C2CC=CCC2C(=O)O)sc(C)c1C (centres undefined) | ? | ·
Continued.
SMILES | Lipid storage S3 | Lipid storage S3 cell count max
O=C(OCC(=O)N1CCN(c2ccccc2)CC1)c1ccccc1NCCO | ? | ·
O=C(CSc1nc2nn(-c3ccccc3)c(=O)c-2c2n1CCCCC2)NCCc1ccccc1 | ? | ·
O=C(NC(=S)Nc1ccccc1Br)c1ccco1 | i | ·
Cc1ccc(Nc2nc(C(=O)N3CCC(C(=O)NCCN4CCOCC4)CC3)cs2)cc1 | i | ·
Cc1c(C(=O)NCC2CCCO2)oc2ccc3c(c12)C(=O)CC(C)(C)O3 (centres undefined) | ? | ·

A portion of the library, so the mix of outcomes need not match the whole.
